CHRM5 PAM – human M5 muscarinic receptor positive allosteric modulators, primary screen, CHO-K1 cells, Fluo-8 calcium fluorescence; CHO-K1 hM5, ACh EC20 PAM; 0% = ACh EC20, 100% = ACh EC100; activation, % at 3 µM; 360,000 compounds, 0.3% hits;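 active means activation above the run cutoff, the mean activation of all test compounds plus 3 SD, cut at about 18% in these data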
Target sequence (P08912 whole entry, looked up): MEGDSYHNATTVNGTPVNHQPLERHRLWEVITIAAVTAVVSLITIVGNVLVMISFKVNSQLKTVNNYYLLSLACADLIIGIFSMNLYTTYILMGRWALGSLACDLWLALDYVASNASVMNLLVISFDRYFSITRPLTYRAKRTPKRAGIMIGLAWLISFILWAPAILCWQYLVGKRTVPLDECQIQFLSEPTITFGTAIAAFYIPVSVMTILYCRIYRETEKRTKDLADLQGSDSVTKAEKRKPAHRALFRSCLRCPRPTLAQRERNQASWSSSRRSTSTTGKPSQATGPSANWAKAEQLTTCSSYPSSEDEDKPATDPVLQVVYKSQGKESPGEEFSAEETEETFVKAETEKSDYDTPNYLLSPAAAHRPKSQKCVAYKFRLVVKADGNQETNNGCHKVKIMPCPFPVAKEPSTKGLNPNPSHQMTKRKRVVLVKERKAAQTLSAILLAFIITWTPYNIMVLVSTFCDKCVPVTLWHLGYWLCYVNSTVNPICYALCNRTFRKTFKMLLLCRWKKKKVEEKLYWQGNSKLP
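system = human M5 receptor in CHO-K1 cells | compound = one concentration, 3 µM final (nominal) | schedule = Post-acetylcholine fluorescence recording 140 s | signal = Fluo-8 calcium dye fluorescence, kinetic read | benchmarks = low control EC20 acetylcholine (0%), high control EC100 acetylcholine (100%) | repeats = singlicate, one well per test compound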
CHRM5 agonist – human M5 muscarinic receptor agonists, primary screen, CHO-K1 cells, Fluo-8 calcium fluorescence. Muscarinic acetylcholine receptor M5 (Homo sapiens), P08912. CHO-K1 hM5 cells; 0% DMSO wells, 100% maximal acetylcholine response. activation, % at 3 µM. 360,000 compounds, 0.19% hits. AID 624037, 2012;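 active means activation above the run's mean over test compounds plus 3 SD, cut at about 23% in these data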;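 further: signal is peak over basal fluorescence ratio across the kinetic read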
CHRM1 antagonist – human M1 muscarinic receptor antagonists, primary screen, CHO-K1 cells, Fluo-8 calcium fluorescence, 1536-well; CHO-K1 hM1, ACh EC80 antagonist; inhibition, % at 3 µM; 360,000 compounds, 1.3% hits; AID 588852, 2011;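 active means percent inhibition above its own plate's cutoff, namely the mean of that plate's compound wells plus 3 SD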;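 further: peak over basal fluorescence ratio during 140 s after agonist addition; 0% = ACh EC80 plus DMSO and 100% = DMSO alone without agonist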
M1 PAM – human M1 muscarinic receptor positive allosteric modulators, primary screen, CHO-K1 cells, Fluo-8 calcium fluorescence, 1536-well; activation, % at 3 µM; CHO-K1 hM1, ACh EC20; 0% = ACh EC20, 100% = maximal ACh; 360,000 compounds, 0.088% hits; AID 588819, 2011; Muscarinic acetylcholine receptor M1 (Homo sapiens), P11229; in the data active means activation above about 19%, passing the limit was not always enough
CRFBP-R2 agonist – agonists of CRF-BP/CRF-R2 complex, primary screen, cell-based, HEK293, calcium dye fluorescence, uHTS; CRF-binding protein / CRF receptor 2 complex (human); activation, % at 13.2 µM; calcium dye fluorescence (FLIPR); percent of saturating CRF peptide response; 350,000 compounds, 0.46% hits;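 active means activation of at least 50%, plus an integration ratio under a set limit after plate pattern correction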;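 further: plate controls were neutral control wells without compound for no effect and CRF at EC100 for full effect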
CHRM4 agonist – human M4 muscarinic receptor agonists, primary screen, CHO-K1 cells, Fluo-8 calcium fluorescence; Muscarinic acetylcholine receptor M4 (Homo sapiens), P08173; CHO-K1 hM4/Gqi5; vehicle 0%, full acetylcholine response 100%; activation, % at 3 µM; 360,000 compounds, 0.14% hits;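 active means activation above the run mean over all test wells plus 3 SD, cut at about 32% in these data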;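 further: peak over basal fluorescence ratio per well then scaled between controls; 0% = DMSO wells and 100% = acetylcholine at EC100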
Target sequence (P08173 whole entry, looked up): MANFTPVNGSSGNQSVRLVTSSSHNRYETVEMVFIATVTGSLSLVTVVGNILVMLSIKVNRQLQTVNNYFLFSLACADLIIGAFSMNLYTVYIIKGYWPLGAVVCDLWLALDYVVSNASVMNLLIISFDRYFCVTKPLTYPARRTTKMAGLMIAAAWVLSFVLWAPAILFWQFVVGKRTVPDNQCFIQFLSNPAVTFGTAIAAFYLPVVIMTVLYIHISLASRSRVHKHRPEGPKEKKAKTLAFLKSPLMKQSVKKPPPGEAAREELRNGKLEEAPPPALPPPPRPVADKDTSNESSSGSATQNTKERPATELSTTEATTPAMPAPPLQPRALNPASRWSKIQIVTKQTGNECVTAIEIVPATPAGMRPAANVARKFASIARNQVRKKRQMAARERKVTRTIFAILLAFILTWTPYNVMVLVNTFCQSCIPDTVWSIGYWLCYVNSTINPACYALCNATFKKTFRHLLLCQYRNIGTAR
CHRM5 antagonist – human M5 muscarinic receptor antagonists, primary screen, CHO cells, Fluo-8 calcium fluorescence. Muscarinic acetylcholine receptor M5 (Homo sapiens), P08912. CHO-hM5 cells, ACh EC80. inhibition, % at 3 µM. 360,000 compounds, 0.59% hits. AID 624040, 2012;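 active means inhibition above a per-plate cutoff, the mean of that plate's test compounds plus 3 SD, cut at about 27% in these data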;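 further: 0% = acetylcholine EC80 with DMSO and 100% = DMSO without agonist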
CHRM4 antagonist – human M4 muscarinic receptor antagonists, primary screen, CHO cells, Fluo-8 calcium fluorescence | Muscarinic acetylcholine receptor M4 (Homo sapiens), P08173 | CHO-hM4 cells, ACh EC80 | inhibition, % at 3 µM | 360,000 compounds, 0.73% hits;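 active means inhibition above its plate's cutoff, the mean inhibition of sample wells plus 3 SD, cut at about 27% in these data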;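 further: 0% = acetylcholine EC80 with DMSO and 100% = DMSO without agonist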
M4 PAM – human M4 muscarinic receptor positive allosteric modulators, primary screen, CHO-K1 cells, Fluo-8 calcium fluorescence. 360,000 compounds, 0.4% hits. Muscarinic acetylcholine receptor M4 (Homo sapiens), P08173. activation, % at 3 µM. CHO-K1 hM4/Gqi5, ACh EC20; 0% = ACh EC20, 100% = maximal ACh;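 active means activation above its plate's cutoff, the mean activation of sample wells plus 3 SD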; further: some results filed as inactive read as strong as hits
Starred values were filed as active, the others as inactive; nt = not tested or not shown.

SMILES	CHRM5 PAM	CHRM5 agonist	CHRM1 antagonist	M1 PAM	CRFBP-R2 agonist	CHRM4 agonist	CHRM5 antagonist	CHRM4 antagonist	M4 PAM
CCOCCCNC(=O)/C(C#N)=C/c1cc(C)c(O)c(C)c1	-4	-6	3	1	-4.7	3	-2	-10	-5
O=C(N/N=C1\CC(c2ccccc2)Oc2ccccc21)c1cccnc1 (centres undefined)	6	-3	-7	4	-3.4	0	-6	-9	0
CCC(C)CNC(=O)c1cccc(OC2CCN(CC(C)(C)C)CC2)c1 (centres undefined)	-2	-17	-4	0	1.1	1	7	4	-8
COc1ccc(CC(=O)N/N=C(\C)c2cccnc2)cc1	-5	0	4	-3	-0.4	0	8	4	-7
Cc1cc(C)c(C)c(S(=O)(=O)N2CCN(C(=O)CNC(=O)c3ccco3)CC2)c1C	12	-3	-4	12	-0.2	1	-10	-19	14
COC(=O)c1ccc(Cl)c(NC(=O)CN2CCC(C)CC2)c1	-4	-5	-3	2	-1.2	-1	-5	2	3
Cc1ccc(NC(=O)c2ccccc2NC(=O)Cc2ccccc2)cc1	-8	-5	1	1	-0.6	3	4	-3	-6
CC(=O)c1ccccc1C(=O)N1CCC(n2nccc2NC(=O)C2CC2)CC1	-1	-3	-3	5	0.5	1	3	-13	0
CCOc1ccc2[nH]c(=O)c(CN(Cc3ccc(C)cc3)C(=O)N3CCCC3)cc2c1	-11	-2	-4	5	-0.6	0	32*	-5	-8
O=C1CCC[C@@H]2CC(Nc3ccc(F)cc3F)C[C@@H]3CCN1[C@H]23 (some centres undefined)	0	0	-17	12	-3.4	1	0	-10	8
COc1cc(C(=O)N/N=C(\C)Cc2ccccc2)cc(OC)c1OC	-3	-3	-10	8	-1.8	1	6	5	2
O=C(Oc1ccc(Br)cc1C(=S)N1CCOCC1)c1ccc(F)cc1	-3	-6	-15	10	1.6	0	8	-6	0
Nc1nc(SCC(=O)Nc2ccccc2-c2ccccc2)n[nH]1	3	-3	16	-7	-0.7	0	3	12	-6
O=C1C[C@@H](c2ccc(O[C@@H]3O[C@H](CO)[C@@H](O)[C@H](O)[C@H]3O)cc2)Oc2cc(O)ccc21	5	7	-3	-1	-0.2	1	0	8	13
COc1ccc(C(=O)C2CCN(C(=O)c3ccco3)CC2)cc1	0	-3	-8	4	0.7	0	-8	-3	5
O=C(CSc1nnc(-c2cccnc2)n1CCN1CCCCC1)Nc1cccc(Cl)c1	3	-2	6	6	-2.1	2	-8	-1	1
CCN(CC)C(=O)c1[nH]cnc1C(=O)N[C@H](C)c1ccccc1	12	-3	-10	11	-1.4	2	-5	-4	12
COc1ccc(CNc2nn3c(-c4cccc(C(=O)N(C)C)c4)cnc3s2)cc1	-7	-1	-15	4	nt	9	13	-6	-1
CCOC(=O)C1CCCN(C(=O)C(C)(C)Oc2ccc(Cl)cc2)C1 (centres undefined)	-14	0	27	-11	-1.2	18	16	15	-17
CCc1cccc2c1Sc1ccccc1CC2N1CCNCC1 (centres undefined)	-15	-18	31	-18	0.4	8	4	24	-40
Cc1cc(O)c(Sc2ncn[nH]2)cc1NS(=O)(=O)c1ccc(Cl)cc1	-3	-7	-11	11	-0.3	0	4	-29	5
O=C(NC(=O)c1cnccc1C(F)(F)F)Nc1ccccc1	-3	0	-18	16	-0.1	1	7	-6	-9
COc1ccc(S(=O)(=O)N(CC(=O)Nc2ccc(S(=O)(=O)N3CCOCC3)cc2)Cc2ccc(F)cc2)cc1	-12	0	16	-4	-0.4	8	8	7	-14
O=C1CCCC/C1=C/NCc1ccc(F)cc1	2	-1	-7	11	1.9	1	-3	-7	4
CN(CCO)C(=O)c1nc[nH]c1C(=O)N1CCN(C(=O)OC(C)(C)C)CC1	1	0	-16	7	-0.1	0	-1	-2	0
Cc1cc(C)cc(C(=O)OCC(=O)N2CCCCCC2)c1	-2	-2	-6	5	-0.8	1	2	1	7
CN(C)CCCOc1ccc(-c2ccc3nncn3c2)cn1	-6	0	-6	16	nt	1	7	-6	-4
COc1ccccc1C(c1c(N)n(C)c(=O)n(C)c1=O)C(C)[N+](=O)[O-] (centres undefined)	-15	-8	6	3	1.2	2	28*	-7	0
CCOC(=O)[C@]12CCCC=C1N(Cc1ccc3c(c1)OCO3)C(=O)[C@H](CC(=O)N1CCCC1)C2	-3	1	nt	nt	nt	3	0	-17	5
Cc1cccc(NC(=O)C2CCCN(c3cnccn3)C2)c1 (centres undefined)	4	0	-2	2	1.0	3	-10	-3	2
C=CCn1c2ccccc2c2nnc(SCN3C(=O)c4ccccc4C3=O)nc21	-14	-6	46*	-22	1.9	10	19	20	-11
CC(C)C[C@H]1CNC(=S)N1CC1CCN(CCC2CCCC2)CC1	-16	-3	10	-8	-1.1	-1	10	11	-8
COC(=O)c1c(NC(=O)c2cnccn2)sc2c1CCC2	11	-7	-5	9	-5.3	0	1	-8	9
CCCN(CCC)c1nc(C#N)nc(N(CCC)CCC)n1	2	1	-16	11	0.1	0	0	-1	5
CCO[C@H]1OC(C(=O)NCc2nc3ccccc3[nH]2)=C[C@@H](C)[C@@H]1CCCO	3	4	4	5	-1.3	0	9	-2	11
Cc1cc(C)nc(N2C(=O)CC(C(C)c3ccccc3)C2=O)n1 (centres undefined)	1	0	3	5	-1.1	0	-7	9	17
CCN(c1ccccc1)S(=O)(=O)c1ccc(NC(=O)C(C)(C)C)cc1	-3	-2	7	-5	-0.7	3	-4	7	-10
CC1(Cc2ccc3c(c2)OCO3)C(=O)Nc2ccc(-c3cccc(C(F)(F)F)c3)cc21 (centres undefined)	-6	1	1	1	nt	-1	0	-14	1
CCSCC(C)(C)n1[nH]c2ccccc2c1=O	2	1	1	-3	-1.4	1	-1	-18	5
CCc1ccc(CNC(=O)c2nn(C)c3c2CS(=O)(=O)c2ccccc2-3)cc1	-8	-5	-4	3	0.3	10	19	-7	-2
O=C1CCC(=O)N1c1ccccc1	2	0	-24	23	2.2	0	6	2	1
CC(C)CCNC(=O)CO/N=C/c1ccccc1OC(F)F	0	-4	-5	8	-3.9	0	-1	0	11
Cc1cc(=O)c2cc(Cl)ccc2[nH]1	-6	3	-3	4	2.8	1	11	6	4
COc1ccc(N2CCN(C(=O)C(=O)c3cn(CC(=O)N4CCOCC4)c4ccccc34)CC2)cc1	3	-3	-10	8	-1.8	1	2	-5	9
CCOc1ccccc1OCC(=O)Nc1ccc2[nH]c(=O)[nH]c2c1	-1	-1	-7	8	-0.6	2	4	-8	7
Cc1ccc(OCC(=O)N/N=C/c2cccn2C)cc1C	-16	-1	14	-8	1.0	15	16	6	-21
O=C(NCCCN1CCOCC1)c1ccc2c(=O)n(Cc3ccc(Cl)cc3)c(=S)[nH]c2c1	3	-8	-14	8	2.7	2	-11	0	7
CCOC(=O)c1ccc(-c2nnc(-c3ccc(Cl)cc3Cl)o2)cc1	0	2	-16	11	0.0	1	-9	2	15

Quoted at random: 5 entries already listed, in no set order.
SMILES	CHRM5 PAM	CHRM5 agonist	CHRM1 antagonist	M1 PAM	CRFBP-R2 agonist	CHRM4 agonist	CHRM5 antagonist	CHRM4 antagonist	M4 PAM
CCN(c1ccccc1)S(=O)(=O)c1ccc(NC(=O)C(C)(C)C)cc1	-3	-2	7	-5	-0.7	3	-4	7	-10
Cc1ccc(OCC(=O)N/N=C/c2cccn2C)cc1C	-16	-1	14	-8	1.0	15	16	6	-21
CCO[C@H]1OC(C(=O)NCc2nc3ccccc3[nH]2)=C[C@@H](C)[C@@H]1CCCO	3	4	4	5	-1.3	0	9	-2	11
CCOc1ccccc1OCC(=O)Nc1ccc2[nH]c(=O)[nH]c2c1	-1	-1	-7	8	-0.6	2	4	-8	7
CCSCC(C)(C)n1[nH]c2ccccc2c1=O	2	1	1	-3	-1.4	1	-1	-18	5

Next part
SMILES	CHRM5 PAM	CHRM5 agonist	CHRM1 antagonist	M1 PAM	CRFBP-R2 agonist	CHRM4 agonist	CHRM5 antagonist	CHRM4 antagonist	M4 PAM
CNCc1ccc(OCc2ccccc2)c(OC)c1	0	-8	-5	3	-0.6	2	2	-7	10
CC(=O)Nc1ccc(S(=O)(=O)N2CCN(C(=O)N3CCCCC3)CC2)cc1	-3	2	-7	5	0.5	1	5	2	-1
O=C1C2C3C=CC(CNS(=O)(=O)c4ccccc4)(O3)C2C(=O)N1c1ccc(Cl)cc1 (centres undefined)	-5	1	-7	0	0.8	4	0	-5	4
O=C(NNC1=Nc2cccc3cccc1c23)c1ccccc1Br	-8	3	5	1	0.0	2	8	6	-3
O=C(COC(=O)C1CC2CCCC(C1)C2=O)Nc1nc(-c2ccc(F)c(F)c2)cs1 (centres undefined)	0	1	-9	9	3.6	0	-1	-7	2
COCCCNC(=O)c1cccc2c(-c3cccc(C(N)=O)c3)coc12	0	3	0	-5	nt	4	-3	-8	-2
Cc1ccccc1-n1nnnc1SC(C)C(=O)Nc1ccc(N2CCN(C)CC2)cc1 (centres undefined)	-17	-9	51*	-21	1.0	1	12	-6	-8
COC(=O)CSc1cc(C)nc(SC)n1	-7	-4	-7	9	0.5	0	9	-1	6
Cc1cccc(N(Cc2cc3cc(C)ccc3[nH]c2=O)C(=O)c2cccs2)c1	11	6	-11	10	-0.8	-1	2	1	10
O=C(NCCc1ccccc1)C(=O)NCC(c1ccco1)N1CCOCC1 (centres undefined)	-5	3	-10	13	-1.0	3	10	4	-12
CCOc1ccc(CC(=O)N2CCN=C2SC)cc1	-1	0	-12	6	3.5	3	6	-4	13
CC1=C(C(=O)N(C)C)CC(CC(=O)NCCN2CCOCC2)C(=O)N1CCC1=CCCCC1 (centres undefined)	1	-1	-12	5	-1.2	0	1	-4	3
N#CC1=C(N)Oc2n[nH]c(-c3ccccn3)c2C1c1c(F)cccc1Cl (centres undefined)	-6	-3	2	3	-0.9	3	5	4	0
CC1=C(C(=O)c2ccccc2)C(c2cn(-c3ccccc3)nc2-c2ccc(Cl)cc2)NC(=S)N1 (centres undefined)	-10	-1	-1	-3	-2.4	-1	9	-9	2
Nc1[nH]nc2nc(N3CCCC3)nc(-c3ccccc3)c12	25*	-3	24	-5	0.3	0	-7	2	-6
COc1cc(-n2nnnc2SC)c(OC)cc1Cl	-9	-4	-11	6	-0.5	0	7	0	0
CCOC(=O)C1=C(COC(=O)/C=C/c2ccc(F)cc2)NC(=O)NC1C (centres undefined)	-10	4	5	-10	-2.1	18	13	0	-6
COCCCN1C(=O)C(CC(=O)NC2CCCCC2)CC(C(=O)N(C)C)=C1C (centres undefined)	-1	1	-5	10	2.9	-1	-2	-6	6
COc1ccc([N+](=O)[O-])cc1NC(=O)Cn1ccc(C(F)(F)F)n1	2	-3	10	-1	-4.7	1	4	3	0

Screening data (PubChem BioAssay)
